# FBW7 act: FBW7 E3 ligase activators, primary screen, biochemical, AlphaScreen, human; AlphaScreen FBW7–phospho-cyclin E peptide binding, activator screen; 650,000 compounds, 0.13% hits; F-box/WD repeat-containing protein 7 (Homo sapiens), Q969H0; AID 1259310, 2017; normalized activity (activation), % at 26.1 µM; in the data active means normalized activity above about 1.9%;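 further: purified mutant Fbw7 with reduced substrate affinity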
# Target sequence (Q969H0 whole entry, looked up): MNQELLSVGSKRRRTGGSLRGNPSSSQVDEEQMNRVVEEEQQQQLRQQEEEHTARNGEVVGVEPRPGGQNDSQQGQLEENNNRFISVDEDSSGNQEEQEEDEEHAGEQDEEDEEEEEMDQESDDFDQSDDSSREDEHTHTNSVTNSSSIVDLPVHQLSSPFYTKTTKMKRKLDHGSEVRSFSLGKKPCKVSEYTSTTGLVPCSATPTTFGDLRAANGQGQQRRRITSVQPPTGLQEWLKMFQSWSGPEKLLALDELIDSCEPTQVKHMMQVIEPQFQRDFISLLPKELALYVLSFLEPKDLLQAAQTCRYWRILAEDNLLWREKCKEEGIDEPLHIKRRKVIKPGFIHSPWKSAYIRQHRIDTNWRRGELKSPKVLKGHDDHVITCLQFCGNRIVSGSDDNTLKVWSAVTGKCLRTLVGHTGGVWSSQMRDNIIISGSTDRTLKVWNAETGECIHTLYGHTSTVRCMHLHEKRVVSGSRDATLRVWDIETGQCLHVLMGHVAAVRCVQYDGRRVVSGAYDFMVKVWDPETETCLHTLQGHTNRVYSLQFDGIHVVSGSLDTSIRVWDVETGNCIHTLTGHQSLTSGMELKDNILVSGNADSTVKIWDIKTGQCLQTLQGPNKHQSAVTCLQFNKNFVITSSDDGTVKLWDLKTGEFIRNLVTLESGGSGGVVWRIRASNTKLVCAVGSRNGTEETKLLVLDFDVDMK
# GPR151 ag: activators of human GPR151, primary screen, cell-based, PathHunter beta-arrestin, luminescence. AID 1508602, 2020. 650,000 compounds, 1% hits. activation, % at 11.2 µM. PathHunter beta-arrestin GPR151 cells; in the data active means activation above about 4.9%;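 further: 0% = median of compound wells and 100% = cells with positive control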
# MITF primary: MITF inhibitors, primary screen, biochemical, AlphaScreen, human. Microphthalmia-associated transcription factor (Homo sapiens), O75030. AlphaScreen MITF homodimerization, bead proximity signal. inhibition, % at 2.6 µM. 650,000 compounds, 0.91% hits. AID 1259374, 2018; in the data active means inhibition above about 50%;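 further: 0% = vehicle wells with protein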
# TEAD-YAP inh: TEAD-YAP interaction inhibition, primary screen, TEAD-YAP interaction inhibitor project, luminescence, HEK-TIYL cells | AID 1259422, 2018 | 640,000 compounds, 1.4% hits | inhibition, % at 9.12 µM | TEAD-Gal4/YAP UAS-luciferase luminescence; in the data active means inhibition above about 32%;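 further: 0% = median of test compound wells and 100% = reference inhibitor wells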
# * hit, by the source's call; . = not tested or not shown; & = joins results of further samples.
SMILES,FBW7 act,GPR151 ag,MITF primary,TEAD-YAP inh
COc1ccc(NC(=O)CC2C(=O)N(c3ccc(Cl)cc3)C(=S)N2Cc2cccnc2)cc1 (stereo not given),-0.1,-0.3,-3.6,10.9
O=C(Cn1sc2ccccc2c1=O)NCc1cccc(Br)c1,-0.1,0.0,-1.8,4.6
Cc1noc(C)c1S(=O)(=O)NCc1ccc2c(c1)CCO2,0.1,0.4,8.5,10.6
Cn1nc(-c2ccccc2F)c2cc(C(=O)N3CCCCC3)sc21,0.1,0.3,11.8,6.2
CSc1ncc(CN2CCN(C3CCN(C(C)C)CC3)C(CCO)C2)cn1 (stereo not given),0.1,-0.2,-25.3,2.8
Cc1cc(Oc2nnnn2-c2ccccc2)ccc1Cl,0.5,3.0,-1.0,-38.6
CC(=O)N1CCN(c2nc(Nc3ccccc3C(=O)c3ccccc3)nc(OC(C(F)(F)F)C(F)(F)F)n2)CC1,0.1,1.6,4.4,10.2
Cc1cccc(Nc2nnc(SCc3cn4ccsc4n3)s2)c1,0.0,-0.8,-4.4,-18.6
O=C(C1CCCN(S(=O)(=O)c2ccc3[nH]c(=O)ccc3c2)C1)N1CCCC1 (stereo not given),0.4,2.7,17.4,-2.9
CCOc1ccc(S(=O)(=O)Nc2cccc(-c3cn4ccccc4n3)c2)cc1,0.0,3.1,0.8,1.9
CC(C)CCN1CCN(Cc2cnn(-c3cccc(F)c3)c2)CC1CCO (stereo not given),0.0,0.9,4.6,5.2
O=S(=O)(NCC(Nc1ccccc1)c1ccccc1)c1ccccc1 (stereo not given),0.9,1.3,20.0,6.1
Cc1cccc(C)c1NC(=O)Cn1nnc(C(=O)O)c1C(=O)O,-0.1,1.9,1.5,1.9
N#Cc1c(-c2ccccc2)cc(-c2cccs2)nc1SC1CCCCC1=O (stereo not given),0.1,0.5,13.4,-7.8
COc1ccc(OC[C@H]2CN3[C@@H](CC[C@@H](C)[C@@H]3c3ccc(Br)cc3)C(=O)O2)cc1,0.1,0.6,-1.5,.
CCNC(=O)/C(=C/C=C/c1ccccc1)NC(=O)c1ccccc1,0.2,1.8,9.1,6.6
CC(NC(=O)C1CCCN(S(=O)(=O)c2cccc3cccnc23)C1)c1ccccc1 (stereo not given),-0.1,-0.8,4.5,-0.8
CC(=O)Nc1ccc(S(=O)(=O)Nc2ccc(Oc3ccc(NS(=O)(=O)c4ccc(NC(C)=O)cc4)cc3)cc2)cc1,0.5,1.1,-0.2,-7.3
Cc1cc(Cl)c(S(=O)(=O)N(C)CC(=O)O)cc1OCC(N)=O,0.2,-1.2,-8.4,1.8
Cc1ccc(S(=O)(=O)N(C)c2ccc(C(=O)NCCSC(C)(C)C)cc2)cc1,0.1,-0.6,-12.4,0.0
CC1=C(C#N)C(Nc2cc(C)ccn2)(C(F)(F)F)C(=O)N1 (stereo not given),-0.1,0.2,-1.1,-2.5
Nc1ccc(Oc2ccc3nc(-c4ccccn4)c(-c4ccccn4)nc3c2)cc1,-0.2,-0.8,-6.8,-21.3
CCc1nn(CC(=O)NCC(C)c2ccccc2)c(=O)c2cc3occc3n12 (stereo not given),-0.1,-0.3,-5.3,0.6
CCC1CCCCN1C(=O)Cn1cnc2sc(C)cc2c1=O (stereo not given),-0.2,-0.3,-15.3,-10.9
CCOC(=O)c1ccc(Nc2nc3nonc3nc2NOC(C)=O)cc1,-0.3,0.8,6.9,-0.2
Cc1ccccc1O[C@H]1C=C[C@@H](c2ccccc2)O[C@@H]1CO,0.0,0.2,-0.9,.
COCC(C)NC(=O)C1=CC(c2ccc(OC)c(OC)c2)=NS(=O)(=O)N1C (stereo not given),0.7,-3.9,20.0,8.9
Cn1c(=O)c2[nH]c(NCc3ccco3)nc2n(C)c1=O,0.0,-0.1,0.3,5.9
CC1=CC(=O)C(C(=O)/C=C/c2ccc(F)cc2)C(=O)O1 (stereo not given),0.0,-3.8,1.9,-26.7
COc1ccc2c(C)nc(N3CCC(NC[C@H]4CCc5ccccc5O4)CC3)nc2c1,0.4,-0.9,5.7,5.3

# An excerpt from the list above:
SMILES,FBW7 act,GPR151 ag,MITF primary,TEAD-YAP inh
Cc1ccc(S(=O)(=O)N(C)c2ccc(C(=O)NCCSC(C)(C)C)cc2)cc1,0.1,-0.6,-12.4,0.0
CC1=C(C#N)C(Nc2cc(C)ccn2)(C(F)(F)F)C(=O)N1 (stereo not given),-0.1,0.2,-1.1,-2.5
Nc1ccc(Oc2ccc3nc(-c4ccccn4)c(-c4ccccn4)nc3c2)cc1,-0.2,-0.8,-6.8,-21.3
CCc1nn(CC(=O)NCC(C)c2ccccc2)c(=O)c2cc3occc3n12 (stereo not given),-0.1,-0.3,-5.3,0.6
CCC1CCCCN1C(=O)Cn1cnc2sc(C)cc2c1=O (stereo not given),-0.2,-0.3,-15.3,-10.9
CCOC(=O)c1ccc(Nc2nc3nonc3nc2NOC(C)=O)cc1,-0.3,0.8,6.9,-0.2
Cc1ccccc1O[C@H]1C=C[C@@H](c2ccccc2)O[C@@H]1CO,0.0,0.2,-0.9,.
COCC(C)NC(=O)C1=CC(c2ccc(OC)c(OC)c2)=NS(=O)(=O)N1C (stereo not given),0.7,-3.9,20.0,8.9
Cn1c(=O)c2[nH]c(NCc3ccco3)nc2n(C)c1=O,0.0,-0.1,0.3,5.9
CC1=CC(=O)C(C(=O)/C=C/c2ccc(F)cc2)C(=O)O1 (stereo not given),0.0,-3.8,1.9,-26.7
COc1ccc2c(C)nc(N3CCC(NC[C@H]4CCc5ccccc5O4)CC3)nc2c1,0.4,-0.9,5.7,5.3

# Additional compounds follow.
SMILES,FBW7 act,GPR151 ag,MITF primary,TEAD-YAP inh
CCn1c2c(c(=O)[nH]c1=O)C(c1ccccc1OC)C1=C(COC1=O)N2 (stereo not given),0.0,-0.7,5.2,-9.8
CC(C)CN1C(=O)NC(NC(=O)c2cccs2)(C(F)(F)F)C1=O (stereo not given),0.0,0.4,8.3,1.4
COc1cc2c(cc1NS(C)(=O)=O)oc1ccccc12,0.1,0.3,11.8,-3.8
CCOc1ccccc1-n1c(=S)sc2c(=O)n(-c3ccccc3)c(SCC(=O)N3CCCC3)nc21,0.0,0.2,7.0,4.0
COc1ccc(NC(=S)Nc2ccc(O)cc2)cc1,0.1,2.3,-1.6,-15.4
CC1(C)CC(=O)C2=C(C1)N(c1cc(C(F)(F)F)ccc1Cl)C(N)=C(C#N)C2c1cc(Br)cs1 (stereo not given),0.2,0.1,-3.6,1.5
CC1CCc2c(sc3nc(C4CC4)n4c(SCC(=O)N5CCOCC5)nnc4c23)C1 (stereo not given),0.2,0.9,-2.9,-6.7
CC1=C(C(=O)OCc2ccccc2)C(c2coc3ccccc3c2=O)C2=C(CC(c3cccs3)CC2=O)N1 (stereo not given),0.3,-0.9,6.4,13.0
CCOC(=O)c1c(C)[nH]c(C(=O)COC(=O)CCc2ccccc2)c1C,0.9,-0.4,4.4,6.4
COc1ccc(Cl)cc1NC(=O)c1ncn(-c2ccccc2)n1,-0.1,0.6,2.0,-4.1
Cc1nc(S(=O)(=O)NCc2ccccc2)c(C#N)c(C)c1Cl,0.1,0.2,3.7,0.6
CCCN(CCC)C(=O)c1cc2c(=O)n3ccccc3nc2n1C,-0.1,-0.9,3.7,-13.4
COc1ccc2nc(-c3ccc(OC)c(NC(=O)C4CC4)c3)cn2n1,-0.1,-0.3,5.8,-24.1
COc1ccc(C2C3C(=O)N(Cc4ccccc4)C(=O)C3ON2c2ccccc2)cc1 (stereo not given),0.1,-0.4,17.8,7.5
COc1cc(OC)cc(C(=O)N[C@H](C(=O)OCC(=O)Nc2sccc2C#N)C(C)C)c1,-0.1,-0.3,21.8,8.7
CCCCOc1ccc(C(=O)NCCOc2ccc(F)cc2)cc1,0.0,-0.6,-3.2,-42.4
CCN(CC)CCCNC(=O)CSc1nc2nc(C)cc(C)n2n1,0.2,-1.9,6.3,2.1
COC(=O)Cn1c(=O)c2c(nc3n2CC(C)CN3c2cccc(Cl)c2C)n(C)c1=O (stereo not given),0.0,0.7,10.2,1.7
CC(C(=O)NCc1ccc(Cl)cc1Cl)N(c1ccccc1)S(C)(=O)=O (stereo not given),0.1,1.0,-10.5,-10.9
COc1ccc(C2C3=C(CC(C)(C)CC3=O)Nc3ccccc3N2C(C)=O)cc1OC (stereo not given),-0.1,0.0,0.2,2.1
C[C@H]1COC2=C1C(=O)C(=O)c1c2ccc2c1CCCC2(C)C,0.0&0.7,-0.6&-2.1,-12.8&35.0,0.1&-12.8
C=CCNS(=O)(=O)c1ccc(F)c(C(=O)Nc2ccc(F)c(F)c2)c1,0.1,1.9,-0.4,-1.9
COc1ccc(C(=O)CN(C2=NCCC(C)CC2)c2ccc(Cl)cc2)cc1 (stereo not given),-0.1,-0.7,-7.6,-3.3
CN1[C@@H](C(=O)N2CCN(C(=O)c3ccco3)CC2)C[C@@H](c2cccs2)NS1(=O)=O,0.2,0.8,17.1,0.8
COc1ccc(-n2nc(C(=O)NCC(=O)Nc3ccc(F)cc3)c3ccccc3c2=O)c(OC)c1,-0.2,-0.4,-2.7,-12.9
O=C(Cc1cccs1)Nc1cccc(-c2cn3cccnc3n2)c1,-0.1,-0.7,-7.2,-20.8
O=C1OC(c2cccc(Br)c2)=N/C1=C\c1c(F)cccc1Cl,0.4,-2.4,2.5,1.0
Fc1ccc(Nc2nc(C(F)(F)F)c(-c3cccc(Cl)c3)s2)cc1,-0.1,0.7,-5.4,-6.7
Cc1ccc(C(=O)COC(=O)C(C)N2C(=O)c3ccccc3C2=O)cc1 (stereo not given),-0.1,1.3,0.5,4.0
Cn1c(CNc2ccc(O)cc2)nc2ccccc21,-0.3,-0.9,12.3,-16.3
CC(C)(O)C#Cc1ccc(CN2CCC3(CC2)CC3C(=O)NCc2ccco2)cc1 (stereo not given),0.3,0.7,5.1,2.8
Cc1ccc(OCC(=O)NNC(=O)c2ccccc2C)c(C)c1,0.2,0.6,1.2,6.9
CCN(CC)c1nc(Cl)nc(NCCN2CCOCC2)n1,-0.1,0.5,-1.4,-5.1
O=C(NCc1ccccc1)c1cc(S(=O)(=O)N2CCc3ccccc32)ccc1F,0.0,-0.4,5.5,-6.9
CCn1c(SCC(=O)NCCc2ccccc2)nnc1C(C)C,-0.1,-1.2,9.2,-9.8
Cn1c(SCC(=O)Nc2cccc([N+](=O)[O-])c2)nnc1-c1c[nH]c2ccccc12,-0.1,-0.8,5.5,0.4
COc1ccc(/C=C2\N=C(c3ccc(Cl)cc3)OC2=O)c(OC)c1OC,-0.2,-1.2,3.8,-2.0
Nc1cc(Cl)c([N+](=O)[O-])cc1OCc1ccccc1,0.1,-1.6,0.0,-6.4
CC(C)OC(=O)CSc1nnc(-c2cccnc2)n1C1CCCCC1,0.0,-0.4,26.5,0.5
CCC[C@@H]1NC(=O)[C@@H]2C[C@H](NCc3cccc(Cl)c3)CN2C1=O,0.0,0.7,-4.9,18.4
CCN(CC)CCN1CCN(c2cccc(C(F)(F)F)c2C)C1=O,0.3,-0.3,10.6,10.4
CCCOC(=O)CSC1=C(C#N)C(c2cccc(Cl)c2)CC(=O)N1 (stereo not given),0.2,0.4,1.6,62.4*
O=C(CN1C(=O)C(=O)c2ccccc21)Nc1ccccc1F,0.0,-0.1,-1.8,4.3
CC1(c2ccc3ccccc3c2)NC(=O)N(CC(N)=O)C1=O (stereo not given),0.2,0.0,13.4,3.5
CC1(C)Cc2cccc(OCC(=O)N3CCC(Cn4cccn4)CC3)c2O1,0.2,3.4,-10.3,15.6
O=C(NCCc1ccccc1)c1nn2c(C(F)(F)F)cc(-c3ccccc3)nc2c1Br,-0.2,0.1,-1.8,1.1
O=C1CCC(CCC(=O)N2CCCC2c2nc3ccc(F)cc3[nH]2)(Cc2ccsc2)N1 (stereo not given),0.4,-0.9,20.4,9.5
CCS(=O)(=O)N1CCN(c2cccc(C)c2C)CC1,0.3,-1.0,13.5,-7.1
O=C(Nc1ccon1)c1cc2c(s1)CCCC2,0.7,-7.2,-1.4,-10.8
COCCCN1C(=O)c2ccc3c(=O)n4c5ccc(Cl)cc5nc4c4ccc(c2c34)C1=O,-0.1,1.3,-4.8,-7.2
Cc1ccc(N2C(=O)CSC2c2ccc(F)cc2)cc1C (stereo not given),0.1,-0.7,12.8,-10.3
CCC1=NN2C(=N)/C(=C/c3ccccc3OCCOc3ccc([N+](=O)[O-])cc3)C(=O)N=C2S1,-0.1,0.9,-5.2,-3.9
O=C(Nc1cc(C(F)(F)F)ccc1N1CCOCC1)c1cc([N+](=O)[O-])ccc1Cl,0.2,5.6*,7.9,81.2*
COCCNc1ncnc2ccccc12,0.2,0.5,-0.4,15.9
CCCCN1C(=O)c2c(Oc3ccccc3)cc([N+](=O)[O-])cc2Oc2ccccc21,-0.2,-0.5,14.0,11.4
Cc1nn(C)c(C)c1-c1nc(NCCCN2CCCC2=O)c2ncn(C3CCCCC3)c2n1,0.1,5.8*,-11.5,-14.6
Cc1ccc(S(=O)(=O)Nc2ccc(O)c3cccnc23)cc1,-0.3,-0.9,-7.1,-11.3
O=C(NCCc1ccccc1)c1nn2c(C(F)(F)F)cc(-c3ccc(Br)o3)nc2c1Br,-0.1,-2.2,-13.0,-5.2
O=C(Cc1ccccc1)Nc1ccc(F)c(Cl)c1,0.1,-0.1,7.5,2.1
O=C(O)CCS(=O)(=O)c1cccc2nonc12,-0.1,-1.2,-4.3,0.3

# Bioassay records (PubChem BioAssay)
